Bioassay records deposited in PubChem BioAssay by The Scripps Research Institute Molecular Screening Center.
CHRM1 PAM: human CHRM1 positive allosteric modulation. P11229. CHO-K1 hM1, Fluo-8 calcium fluorescence, ACh EC20; 0% = ACh EC20, 100% = maximal ACh. activation, % at 3 µM. 0.088% of 360,000 active; in the data active = activation above about 19%, passing the limit was not always enough
TAAR1 antag: antagonists of human TAAR1 | CHO RD-HGA16 TAAR1, Fluo-8 calcium fluorescence, antagonist | 1.5% of 360,000 active | Q96RJ0 | AID 624466 | inhibition, % at 3 µM;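 active = inhibition above a per-plate cutoff, the mean inhibition of test compounds on that plate plus 3 SD, cut at about 49% in these data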;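 also: 0% = DMSO plus EC80 beta-PEA response and 100% = DMSO alone without agonist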
Target sequence (Q96RJ0 whole entry, looked up): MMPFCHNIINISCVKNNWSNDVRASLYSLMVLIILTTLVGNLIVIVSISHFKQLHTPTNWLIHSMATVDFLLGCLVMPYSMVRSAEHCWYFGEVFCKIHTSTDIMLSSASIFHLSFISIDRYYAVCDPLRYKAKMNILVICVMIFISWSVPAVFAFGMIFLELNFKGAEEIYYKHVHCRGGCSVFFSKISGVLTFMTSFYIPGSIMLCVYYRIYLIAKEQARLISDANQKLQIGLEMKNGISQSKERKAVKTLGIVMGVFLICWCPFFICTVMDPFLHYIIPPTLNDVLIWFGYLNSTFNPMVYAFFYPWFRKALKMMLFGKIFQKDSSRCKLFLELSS
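Test system – hTAAR1-expressing CHO RD-HGA16 cells, Gα16-coupled · Also added – β-PEA at EC80 concentration, post-compound challenge · Compound – 3 µM, single point · Incubation – dye loading 75 min at 37 °C, then 30 min room temperature · Measured by – Fluo-8 intracellular calcium dye fluorescence, real-time kinetic reads · Benchmarks – vehicle and agonist controls · Replicates – singlicate, one well per test compound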
TAAR1 agonist: human TAAR1 agonism | Q96RJ0 | CHO RD-HGA16 TAAR1, Fluo-8 calcium fluorescence; vehicle wells 0%, saturating PEA agonist 100% | activation, % at 3 µM | 0.99% of 360,000 active | AID 624467;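 active = activation above the mean activation of all test compounds in the run plus 3 SD, cut at about 38% in these data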
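Test system: RD-HGA16 (CHO) cells co-expressing Gα16 and hTAAR1 | Doses: Single dose, 3 µM | Schedule: 17-24 h seeding, 75 min 37 °C dye, 30 min RT | Evaluation: % activation from peak over basal fluorescence ratio, DMSO-to-PEA scaled | Technique: Kinetic Fluo-8 calcium fluorescence | Benchmarks: Low control DMSO, high control PEA (EC100)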
V1aR counter: counter-screen for oxytocin receptor agonists: human V1a receptor agonists; activation, % at 3 µM; 0.25% of 320,000 active; CHO-V1R cells, Fluo-8 calcium fluorescence, agonist mode; 0% DMSO, 100% 3 nM vasopressin; P37288;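 active = activation above the mean activation of all tested compounds plus 3 SD, per screening run, cut at about 20% in these data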;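 also: signal is peak over basal fluorescence ratio across a 100 second FLIPR read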
Target sequence (P37288 whole entry, looked up): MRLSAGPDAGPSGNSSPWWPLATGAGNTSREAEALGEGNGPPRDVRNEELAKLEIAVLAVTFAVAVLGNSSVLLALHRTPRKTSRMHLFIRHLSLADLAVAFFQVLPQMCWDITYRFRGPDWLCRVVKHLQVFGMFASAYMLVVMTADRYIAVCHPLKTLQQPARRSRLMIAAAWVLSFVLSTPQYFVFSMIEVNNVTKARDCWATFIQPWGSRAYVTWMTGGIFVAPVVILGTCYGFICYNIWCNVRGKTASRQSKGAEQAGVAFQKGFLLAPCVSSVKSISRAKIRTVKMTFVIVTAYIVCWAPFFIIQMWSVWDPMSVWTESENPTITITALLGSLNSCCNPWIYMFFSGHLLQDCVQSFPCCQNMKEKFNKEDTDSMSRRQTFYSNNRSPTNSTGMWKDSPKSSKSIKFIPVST
M1 ag: agonists of human M1 muscarinic receptor. P11229. CHO-K1 hM1, Fluo-8 calcium fluorescence, agonist mode; 0% DMSO, 100% acetylcholine EC100. activation, % at 3 µM. 0.33% of 360,000 active. AID 588814;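 active = activation above the run's mean compound activation plus 3 SD, cut at about 16% in these data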;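 also: peak over basal fluorescence ratio within a 140 s kinetic read after compound addition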
CHO parental Ca: signal in parental CHO cells, OX1R antagonist counter-screen; parental CHO-K1, ATP-induced calcium, Fluo-8 fluorescence; inhibition, % at 5.6 µM; 0.63% of 330,000 active; AID 463079;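 active = inhibition above that plate's mean sample inhibition plus 3 SD, cut at about 26% in these data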;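 also: 0% = ATP-challenged DMSO wells and 100% = DMSO wells without ATP; some compounds past the cut are filed as inactive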
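Measured by: calcium-sensitive Fluo-8 fluorescence / Test system: CHO parental line / Controls: ATP-challenged DMSO wells low, unchallenged DMSO wells high / Measure: % inhibition / Compound: single nominal dose of 5.6 µM per compound / Replicates: single well per compound, no replicates / Reagent: ATP as calcium-mobilizing challenge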
M1 antag: antagonists of human M1 muscarinic receptor. 1.3% of 360,000 active. inhibition, % at 3 µM. AID 588852. P11229. CHO-K1 hM1, Fluo-8 calcium fluorescence, ACh EC80 antagonist;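 active = percent inhibition above its own plate's cutoff, namely the mean of that plate's compound wells plus 3 SD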;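 also: peak over basal fluorescence ratio during 140 s after agonist addition; 0% = ACh EC80 plus DMSO and 100% = DMSO alone without agonist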
OXTR potentiate: human OXTR potentiation; CHO-OTR cells, Fluo-8 calcium fluorescence, potentiator mode; 0% = oxytocin EC15, 100% = EC100; P30559; 0.061% of 320,000 active; activation, % at 3 µM;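 active = activation above that plate's cutoff, the mean activation of tested compounds plus 3 SD, cut at about 6.6% in these data, passing the limit was not always enough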;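 also: 100% uses oxytocin at 75 nM as the full agonist control; some results filed as inactive read as strong as hits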
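Material: human OTR in CHO cells. Compound: 3.0 µM, one dose. Timing: compound 6 min at room temperature before oxytocin, 100 s read. Evaluation: % activation of max/min ratio relative to oxytocin controls. Replication: single well per compound, singlicate. Signal: Fluo-8 calcium dye fluorescence.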
OXTR agonist: agonists of human oxytocin receptor | P30559 | CHO-OTR cells, Fluo-8 calcium fluorescence; normalized: DMSO 0%, oxytocin 100% | activation, % at 3 µM | 0.32% of 320,000 active;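 active = activation above the mean of all tested compounds plus 3 SD, cutoff set per screening run, cut at about 20% in these data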;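 also: peak over basal fluorescence ratio from a 100 s FLIPR kinetic read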
Active calls of the source: *; nt = no result given.

A first look:
Values run as follows: CHRM1 PAM	TAAR1 antag	TAAR1 agonist	V1aR counter	M1 ag	CHO parental Ca	M1 antag	OXTR potentiate	OXTR agonist
CC(=O)Nc1ccc(NC(=O)CSc2ccc(C(F)(F)F)cc2[N+](=O)[O-])cc1
 : 6	8	3	1.7	-6	-2	2	-6	-0.4
COc1ccc(OC)c(C(c2nnnn2C2CCCC2)N2CCc3ccccc3C2)c1 (stereo not drawn)
 : 8	-7	4	-0.8	1	-7	-23	-15	-1.9

The whole of this part, from the start:
Values run as follows: CHRM1 PAM	TAAR1 antag	TAAR1 agonist	V1aR counter	M1 ag	CHO parental Ca	M1 antag	OXTR potentiate	OXTR agonist
CC(=O)Nc1ccc(NC(=O)CSc2ccc(C(F)(F)F)cc2[N+](=O)[O-])cc1
 : 6	8	3	1.7	-6	-2	2	-6	-0.4
COc1ccc(OC)c(C(c2nnnn2C2CCCC2)N2CCc3ccccc3C2)c1 (stereo not drawn)
 : 8	-7	4	-0.8	1	-7	-23	-15	-1.9
CCc1nc(N2CCN(C(C)=O)CC2)c2c3c(sc2n1)CC(C(C)(C)C)CC3 (stereo not drawn)
 : 0	-9	0	0.5	0	-16	6	4	-2.1
Cc1cccc(C)c1NC(=O)CSc1nnc(C)n1-c1ccccc1
 : 3	4	11	0.1	0	-7	-18	-13	-0.7
C=CCc1ccccc1OCC(=O)N/N=C/c1ccccc1OCC
 : -2	16	2	1.4	-4	-28	-6	-6	-2.3
Cc1ccc(C(C(=O)NC2CCCCC2)N(C(=O)Cc2c[nH]c3ccccc23)c2ccccc2C)o1 (stereo not drawn)
 : 5	-26	0	3.3	-5	-30	-6	-7	-2.6
CN(c1ccc(C(=O)N2CCc3ccccc3C2)cc1)S(C)(=O)=O
 : -3	-8	13	4.5	0	-1	-8	-4	3.1
CCCCN(C(=O)c1ccc(N2CCCC2=O)cc1)c1c(N)n(CC(C)C)c(=O)[nH]c1=O
 : 6	-7	6	0.4	-4	-8	-8	-5	0.6
FC(F)(F)c1cccc(N2CCN(CC3CC4C=CC3C4)CC2)c1 (stereo not drawn)
 : -9	-6	19	-0.3	5	-24	16	6	-1.7
Cc1ccc(N2CCN(S(=O)(=O)N3CCCCC3)CC2)cc1Cl
 : 12	11	12	1.3	-5	-6	-7	-4	0.3
Cc1ccccc1C(=O)OCn1nnc2ccccc2c1=O
 : 3	-15	3	-0.2	-1	-8	-10	-3	-1.9
O=C1CS/C(=N/N=C/c2ccc(OS(=O)(=O)c3ccccc3)cc2)N1
 : 4	3	-1	0.1	-2	1	-4	-12	0.2
O=C(c1cc(-c2ccncc2)nc2ccccc12)N1CCN(S(=O)(=O)/C=C/c2ccccc2)CC1
 : -12	70*	21	-1.2	-1	-26	35	-21	-1.8
COc1ccc([N+](=O)[O-])cc1-n1cccc1
 : 2	-11	-1	-0.4	-8	4	-6	13*	0.1
COc1ccc(CCNC(=O)C2CC(=O)N(c3ccc(Br)cc3)C2)cc1OC (stereo not drawn)
 : 7	0	3	-0.2	-4	-3	-7	-3	-1.3

(list continues)
Values run as follows: CHRM1 PAM	TAAR1 antag	TAAR1 agonist	V1aR counter	M1 ag	CHO parental Ca	M1 antag	OXTR potentiate	OXTR agonist
C/C(=N\NC(=O)COc1ccccc1-c1ccccc1)c1ccccn1
 : 7	12	5	-0.1	-3	-7	-6	-3	-1.8
COC(=O)Cc1ccc(OC2(C)CCN(Cc3ccc(-c4ccccn4)cc3)C2)cc1 (stereo not drawn)
 : -30	-33	3	nt	-8	nt	59*	nt	nt
Cc1cc(C)c(C#N)c(SCc2ccc(F)cc2)n1
 : -11	7	7	-0.7	-6	-18	13	-9	-1.4
Cc1cnc(CN2CCc3c([nH]c4ccccc34)C2CC(C)C)[nH]1 (stereo not drawn)
 : -1	15	9	2.0	-13	-25	0	-9	2.1
CCC(=O)NC(c1cccs1)c1cc(Cl)c2ccccc2c1O (stereo not drawn)
 : -7	-1	0	0.2	-9	-12	11	-1	0.7
Cc1ccc(C(=O)N2CCN(c3ccccc3F)CC2)cc1S(=O)(=O)N1CCOCC1
 : 6	-2	11	1.6	-7	-25	-1	-2	-0.2
CCOc1ccccc1CNC(=O)c1ccc(NC(=O)C2=C(C)OCCS2)cc1
 : -2	-2	2	2.2	-2	-14	5	-7	0.4
CC(=O)N1N=C(c2ccc(C)o2)CC1c1ccc(Br)cc1 (stereo not drawn)
 : 11	-6	18	0.5	-1	-5	0	4	-0.6
CCOC(=O)N1CCC(Nc2c(NCCCN3CCN(C4CCCCC4)CC3)c(=O)c2=O)CC1
 : -13	9	3	0.0	-11	-10	14	1	0.1
CCOc1ccccc1OCCn1nnc2ccccc21
 : 5	-17	8	0.6	-1	-8	-1	-5	0.1
O=C1CC[C@@H](CN(Cc2ccccn2)Cc2nc(Cc3cccc(C(F)(F)F)c3)no2)N1
 : 12	-7	-3	1.4	-8	-9	-8	-7	-0.3
CN(C)C(CNC(=O)c1cc2ccccc2o1)c1ccco1 (stereo not drawn)
 : -7	-15	2	0.9	-9	-9	14	-4	0.1
Clc1ccc(CSc2nnc(CN3CCOCC3)n2-c2ccccc2)cc1Cl
 : 7	9	5	15	-2	-10	-10	-13	0.1
O=C(O)CCc1c(C(=O)O)[nH]c2ccccc12
 : -1	-3	0	0.3	-4	-11	7	-8	0.8
Cc1ccc(NC(=O)CC2=NC(=O)C(CC(=O)Nc3ccccc3F)S2)cc1 (stereo not drawn)
 : 5	2	-1	0.5	-3	4	-4	-18	-1.6

Next structures.
Values run as follows: CHRM1 PAM	TAAR1 antag	TAAR1 agonist	V1aR counter	M1 ag	CHO parental Ca	M1 antag	OXTR potentiate	OXTR agonist
CCCCCCOc1ccc(/C(N)=N/O)cc1
 : 7	-27	-2	-0.1	-1	-9	-6	-10	-0.9
CCOc1cc(C(=O)Nc2nnc(C)s2)cc(OCC)c1OCC
 : 1	18	-1	-1.2	-3	-15	-11	-2	-1.9
COc1cc(CCC(=O)Nc2ccc(C)c(S(=O)(=O)N(C)C)c2)cc(OC)c1OC
 : 0	14	3	12	-4	-16	2	-8	9.6
CC(=O)N1C2CCCCC2S[C@H]2CCCCC21 (stereo partly drawn)
 : 8	3	13	0.2	-3	-8	-7	-8	-0.3
CC(=O)Nc1cccc(NCC(=O)Nc2cc(S(=O)(=O)N3CCCCC3)ccc2Cl)c1
 : 1	-4	7	4.5	2	-20	-9	-6	3.4
CCOC(=O)c1c(C)[nH]c(C(=O)COC(=O)c2ccccn2)c1C
 : 4	4	15	0.4	-4	-23	-4	-5	1.6
O=C(O)c1cc(S(=O)(=O)Nc2ccccc2C(=O)O)ccc1O
 : 4	5	5	-0.4	-2	2	-19	-2	-0.5
CC(C)c1ccccc1NC(=S)NCc1ccccc1F
 : 1	-5	4	-0.2	-8	-15	1	-15	-2.1
CSc1ccccc1C(=O)OCC(=O)Nc1cccnc1Cl
 : -12	20	0	0.8	-3	-15	17	-6	0.4
Cc1ccc(NC(=O)NC2CC(=O)N(c3ccc4c(c3)OCCO4)C2)cc1C (stereo not drawn)
 : 10	-7	1	-0.4	-3	-17	-9	0	0.1
CCc1cccc2c(C(=O)Cn3nnc(-c4ccc(OC)c(OC)c4)n3)c[nH]c12
 : 2	40	27	19	4	42*	-22	-21	18
CCn1c(SCc2nc3sc(C(=O)O)c(C)c3c(=O)[nH]2)nc2ccccc21
 : 4	1	11	1.8	-1	-7	-1	-2	1.8
Cc1cc(C)cc(OCC(=O)O/N=C(\N)Cc2ccc([N+](=O)[O-])cc2)c1
 : -3	13	6	0.9	-6	-17	7	-9	0.4
COC(=O)c1[nH]c2ccc(C)cc2c1NC(=O)CN1CCN(C(=O)c2ccccc2)CC1
 : -6	14	11	0.1	-2	-2	16	-5	-1.6
Cc1ccc2[nH]c(=O)c(CNC(C)C)cc2c1
 : 10	4	2	1.6	-4	-10	-8	-5	-0.1

Carrying on.
Values run as follows: CHRM1 PAM	TAAR1 antag	TAAR1 agonist	V1aR counter	M1 ag	CHO parental Ca	M1 antag	OXTR potentiate	OXTR agonist
O=C(CC(=O)Nc1cccnc1)Nc1cccnc1
 : 4	13	1	0.7	-4	-4	-2	-2	-0.6
Cc1ccc(C(=O)O/N=C(\c2ccccc2)c2cccnc2)cc1
 : 0	17	14	0.3	-5	-23	-2	-2	-2.0
Cc1nn(CC(=O)N2CCC(N3CCCCC3)CC2)c(=O)c2c1sc1ccccc12
 : 9	-9	3	-1.0	-4	-8	-9	-15	-1.6
CC(C)N1C(=O)CC2(CC[N+](C)(CCOC(=O)C(c3ccccc3)c3ccccc3)CC2)C1=O (stereo not drawn)
 : -1	-7	5	-1.1	-4	-4	6	-1	-2.8
CCc1nc2ccccc2c(C(=O)Nc2ccc(F)cc2)c1C
 : 2	-4	5	0.4	-6	12	-2	0	-0.2
CC(=O)c1cc(C)ccc1OC(=O)CN1C(=O)c2ccccc2C1=O
 : 9	-11	14	nt	3	nt	-14	nt	nt
COc1ccc(NC2CCCN(C(=O)c3ccc4nc(C)c(C)nc4c3)C2)cc1OC (stereo not drawn)
 : 13	-27	4	0.1	4	-22	1	1	0.0
N#CC1=C(N)Oc2c(ccc3cccnc23)C1c1cccnc1 (stereo not drawn)
 : 10	-1	9	0.5	-1	-20	-9	-11	0.0
CCN1C[C@@H]2[C@@H]3C(=O)N(C)C(=O)[C@@H]3[C@](CC)(C1=O)N2C(=O)c1ccc(C)cc1
 : 3	15	3	nt	-3	nt	-6	nt	nt
O=c1[nH]c(=S)n(-c2ccc(Br)cc2)c2ncccc12
 : 1	-39	1	-0.4	-2	-9	-12	-5	-0.9
Cc1ccc(SCC(=O)N(Cc2nc(-c3ccccc3)no2)C(C)C)cc1
 : -1	21	6	2.3	-5	46*	-13	-18	1.8
CSCCC(NC(=O)c1ccc([N+](=O)[O-])cc1Cl)C(=O)OCC(=O)C12CC3CC(CC(C3)C1)C2 (stereo not drawn)
 : 3	-2	2	0.2	-9	-8	-10	-1	-1.7
O=C(COc1ccccc1Cl)N1CCN(c2ncccn2)CC1
 : 5	-3	6	0.0	-2	-7	-7	-3	1.3
COc1ccc(CN2CCN(CC=C(C)C)C(CCO)C2)cc1Cn1cncn1 (stereo not drawn)
 : 2	11	12	0.2	-10	-19	2	-5	-0.2
COc1ccccc1N1CCN(C(=O)c2cccc(Oc3ccccc3)c2)CC1
 : -2	29	6	-0.7	0	-15	13	-7	-2.3
CC(C)(C)SCCNC(=O)c1cccc([N+](=O)[O-])c1
 : 10	-21	3	-0.7	-7	-1	-9	-14	-0.9
O=C(N/N=C/C=C/c1ccc2c(c1)OCO2)c1ccc([N+](=O)[O-])cc1
 : -2	-4	7	0.8	-4	1	8	1	0.2
